Bioassay records as filed in PubChem BioAssay.
Ba/F3 V617F tox: loss of viability in JAK2V617F-driven Ba/F3 cells; Ba/F3 EpoR-JAK2V617F viability, ATP luminescence; inhibition, % at 5.6 µM; hit rate 1.1% among 220,000; AID 1446;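 active means inhibition above the campaign mean plus 3 SD over all tested compounds, cut at about 24% in these data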;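 further: cytokine-independent growth of Ba/F3 cells driven by EpoR plus mutant JAK2; 0% = DMSO-treated cells and 100% = JAK inhibitor I control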
NPY1 pot ag: potentiates or activates human NPY-Y1 receptor | activation, % at 3.6 µM | hit rate 0.37% among 220,000 | NPY-Y1 expressing cells, potentiator/agonist activation | AID 1304 | P25929; in the data active means activation above about 33%, passing the limit was not always enough;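 further: cells stimulated with NPY at EC10 then isoproterenol at EC100; 0% = low agonist plus stimulus and 100% = saturating agonist plus stimulus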
NPY-Y2 PAM-ag: potentiates or activates human NPY-Y2 receptor; P49146; cells expressing NPY-Y2, potentiator/agonist read-out; activation, % at 3.6 µM; hit rate 0.45% among 220,000; in the data active means activation above about 27%;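 further: cells stimulated with NPY near EC25 plus isoproterenol at EC100; 0% = vehicle plus submaximal agonist and 100% = vehicle plus saturating agonist; some results beyond the cut were filed as inactive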
S1P4 ag: activates the human S1P4 receptor; O95977; S1P4-expressing cell line, agonist reporter assay; activation, % at 4.98 µM; hit rate 0.35% among 220,000; AID 1509; in the data active means activation above about 11%;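 further: 0% = DMSO vehicle and 100% = reference agonist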
Target sequence (O95977 whole entry, looked up): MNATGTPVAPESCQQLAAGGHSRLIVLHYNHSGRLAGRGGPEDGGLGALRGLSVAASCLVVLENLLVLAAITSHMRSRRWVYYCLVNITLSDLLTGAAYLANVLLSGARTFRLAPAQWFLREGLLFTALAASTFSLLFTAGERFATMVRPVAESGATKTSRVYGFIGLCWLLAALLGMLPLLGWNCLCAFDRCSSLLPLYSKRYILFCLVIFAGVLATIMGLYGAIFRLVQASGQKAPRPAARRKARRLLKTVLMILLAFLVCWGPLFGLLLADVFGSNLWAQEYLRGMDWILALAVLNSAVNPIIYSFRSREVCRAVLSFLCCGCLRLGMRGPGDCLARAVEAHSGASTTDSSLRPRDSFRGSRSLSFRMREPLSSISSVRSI
BaF3 parental: parental Ba/F3 viability inhibition as JAK2V617F counter-screen; CellTiter-Glo ATP luminescence; inhibition, % at 5.6 µM; hit rate 1.1% among 220,000; AID 1486;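 active means inhibition above a per-campaign cutoff, the mean inhibition of all tested compounds plus 3 SD, cut at about 27% in these data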;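 further: 0% = DMSO wells and 100% = JAK Inhibitor I control wells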
RBBP9 inh: blocks human serine hydrolase RBBP9; O75884; recombinant RBBP9, FP-Rh probe fluorescence polarization; inhibition, % at 7.94 µM; hit rate 0.2% among 220,000;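 active means inhibition above the campaign mean of all tested compounds plus 3 SD, cut at about 14% in these data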;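 further: plate controls were DMSO wells with RBBP9 for no effect and wells lacking RBBP9 protein for full effect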
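System: RBBP9 protein | Quantity: 2.5 µM RBBP9 dispensing solution, before mixing | Reagent: FP-Rh probe, 375 nM dispensing solution | Timing: Enzyme-compound preincubation 30 min, then probe labeling 45 min, 25 °C | Measured by: Fluorescence polarization | Read-out: % inhibition | Replication: One well per compound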
S1P4 antagonist: blocks the human S1P4 receptor; O95977; S1P4-expressing cells, antagonist mode, reporter read-out; inhibition, % at 4.98 µM; hit rate 0.26% among 220,000; in the data active means inhibition above about 29%;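 further: 0% = wells stimulated with agonist and 100% = vehicle wells without agonist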
Runt-CBFb FRET: Runt domain-CBFb interaction inhibition. Q01196+Q13951. Cerulean-Runt/Venus-CBFb FRET ratio 530/480, 1 h. inhibition, % at 20 µM. hit rate 0.46% among 220,000. AID 1496;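 active means inhibition over about 50% at 20 µM in the single-dose screen, limit read from the data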;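 further: 0% = DMSO wells and 100% = excess unlabeled CBFb competitor control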
Target sequence (Q01196 whole entry, looked up, the tested form may be a part): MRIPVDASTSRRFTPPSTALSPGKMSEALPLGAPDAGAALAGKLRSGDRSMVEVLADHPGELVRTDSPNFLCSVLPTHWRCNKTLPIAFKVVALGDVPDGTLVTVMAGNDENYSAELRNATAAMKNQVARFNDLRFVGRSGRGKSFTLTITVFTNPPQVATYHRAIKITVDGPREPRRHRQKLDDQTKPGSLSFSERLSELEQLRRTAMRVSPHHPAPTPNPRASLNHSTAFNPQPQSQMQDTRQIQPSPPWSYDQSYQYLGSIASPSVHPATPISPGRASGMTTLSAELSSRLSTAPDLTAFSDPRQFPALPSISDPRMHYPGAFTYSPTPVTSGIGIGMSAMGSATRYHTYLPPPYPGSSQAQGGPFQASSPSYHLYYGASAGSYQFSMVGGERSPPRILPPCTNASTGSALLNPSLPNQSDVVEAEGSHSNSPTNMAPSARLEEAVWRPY
Target sequence (Q13951 whole entry, looked up, the tested form may be a part): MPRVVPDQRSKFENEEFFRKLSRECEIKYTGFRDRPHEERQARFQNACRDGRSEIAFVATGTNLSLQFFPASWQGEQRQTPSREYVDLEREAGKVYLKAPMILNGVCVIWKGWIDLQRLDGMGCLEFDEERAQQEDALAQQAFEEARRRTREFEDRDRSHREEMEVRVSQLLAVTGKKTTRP
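Assay system: Cerulean-tagged RUNX1 Runt domain (FRET donor) fusion protein / Amount: 100 nM each of Venus-CBFb and Cerulean-Runt domain / Medium: Tris buffer pH 7.5 with salts and BSA / Also added: Venus-CBFb 100 nM / Schedule: 1 h complex formation plus 1 h compound treatment, room temperature / Signal: FRET fluorescence / Read-out: loss of energy transfer signal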
NPY Y1 blocker: antagonists of human neuropeptide Y receptor Y1. hit rate 1% among 200,000. inhibition, % at 3.6 µM. HEK293-CNG Y1 cells, membrane potential fluorescence; NPY at EC95, then isoproterenol. P25929;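 active means inhibition above the campaign mean inhibition of all tested compounds plus 3 SD, cut at about 20% in these data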;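 further: 0% = DMSO wells given NPY plus isoproterenol and 100% = isoproterenol alone without NPY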
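Material: HEK293 Y1/CNG channel cell line; also added: NPY (25 nM), isoproterenol (1 µM), Ro 20-1724 (25 µM); doses: one concentration, 3.6 µM, in 0.4% DMSO; schedule: compound incubation 1 h at room temperature, readout 45 min post-stimulation; technique: membrane potential fluorescence; measure: fluorescence ratio normalized to % inhibition between controls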
* = called active by the depositor; . = no result given. This is a random part of the collection; about 3.6% have a hit in one of these screens.

SMILES	Ba/F3 V617F tox	NPY1 pot ag	NPY-Y2 PAM-ag	S1P4 ag	BaF3 parental	RBBP9 inh	S1P4 antagonist	Runt-CBFb FRET	NPY Y1 blocker
CCOC(=O)c1c(NC(=O)c2ccccc2Cl)sc2c1CCc1ccccc1-2	-2	-40	-7	0.5	0	-7	9	36	6
C/C(N)=C(/C#N)C(=O)CSc1nnc(COc2ccccc2Cl)o1	0	2	0	2.3	95*	2	-11	0	-2
O=C(OCCNC(=O)c1ccc2ccccc2n1)c1ccc(F)cc1	-1	-17	-15	-0.8	1	0	-3	-4	4
COCCNC(=O)c1ccc2ccccc2n1	0	-5	-12	-0.7	3	-7	5	0	4
Cc1cccc(NC(=O)CN(c2ccc(F)cc2)S(C)(=O)=O)c1	-3	-4	1	-1.0	0	-4	8	.	4
COc1ccccc1NC(=S)Nc1ccc2cn[nH]c2c1	-2	12	3	2.7	-2	-5	-19	9	1
O=C(Cn1cc(C(=O)c2cccs2)c2ccccc21)NCc1ccc2c(c1)OCO2	-2	-24	-16	1.3	8	-4	-14	3	-4
Cc1ccc(CNC(=O)CCC2CCCN(C(=O)c3ccc4c(c3)OCO4)C2)o1 (centres undefined)	3	-4	-15	-0.5	6	-3	-2	2	-4
O=C(CCn1cnnn1)Nc1ccc(Cl)cc1Cl	4	-2	2	1.6	3	-8	-19	2	3
O=C(Nc1ccc2oc(-c3ccccc3)nc2c1)C1CCCO1 (centres undefined)	-3	9	16	0.2	3	-5	-22	-2	6
Cc1cc(C2C(=O)CC(=O)CC2c2ccccc2)on1 (centres undefined)	-5	5	18	-1.1	1	-3	-16	0	-7
CCNc1nc(NC(C)(C)C)nc(N(C#N)CC)n1	-4	-8	-11	-0.7	2	-3	-18	-3	-2
CCOC(=O)CC(=O)CSc1ccc2nnc(-c3ccc(C)cc3)n2n1	-2	14	-1	-1.9	9	-7	-3	1	-4
O=c1cc(N2CCCC2)c(-c2ccccc2)n[nH]1	-2	5	16	0.5	3	-3	-12	1	2
COc1ccccc1C(=O)NCCn1cc(SCC(=O)NCc2ccco2)c2ccccc21	-1	9	5	-0.1	4	-4	-19	2	8
Nn1c(Cc2cccc3ccccc23)nnc1SCc1ccccc1Cl	-1	2	7	0.7	2	-4	1	-2	6
COCCNC(=O)c1ccccc1NC(=O)c1cc(OC)cc(OC)c1	2	7	-12	0.8	4	-2	-25	-3	4
CCCn1c(=NC(C)=O)c(C#N)cc2c(=O)n3cccc(C)c3nc21	-1	-13	-13	-2.3	7	-4	-1	.	1
CCCC1OC23CCCCC2C(C#N)(C(=N)O3)C1(C#N)C#N (centres undefined)	0	2	9	1.8	4	7	-3	25	6
N#C/C(=C\c1cccs1)C(=O)Nc1nccs1	0	20	-10	0.6	4	-6	-1	0	2
COC(=O)C1=C(C(C)=O)C(c2ccc(C)cc2)n2nnnc2N1 (centres undefined)	-3	4	6	1.1	5	12	-7	-2	2
CC(C)c1nnc(NC(=O)CCC(=O)NCc2ccco2)s1	-4	4	5	0.6	2	-2	5	2	-5
CCCOc1ccc(C2/C(=C(\O)c3c(C)[nH]c(C(=O)OC)c3C)C(=O)C(=O)N2CCN(C)C)cc1 (centres undefined)	1	16	-4	0.1	3	3	-7	-1	2
CCn1c(SCC(=O)O)nnc1-c1cc2c(C)nn(-c3ccccc3)c2s1	3	-26	-5	1.4	6	-1	-34	0	7
CCOc1ccc(NC2c3ccccc3C(=O)N2Cc2ccc3c(c2)OCO3)cc1 (centres undefined)	-6	-4	6	-0.7	11	-7	1	0	-3
COCCCNC(=O)C1CC(=O)OC1c1ccc(OC)c(OC)c1 (centres undefined)	-1	19	-8	2.4	5	-1	-2	2	-3
Cc1cc(C)nc(SCC(=O)Nn2cnnc2)n1	3	5	13	1.4	5	-12	-52	2	-2
COc1ccc(C(O)c2nccc3cc(OC)c(OC)cc23)cc1OC (centres undefined)	0	6	9	0.4	8	4	-11	-1	-2
CCCCOc1cccc(-c2cc(C(=O)NNC(=S)NCC)c3ccccc3n2)c1	0	-12	-15	0.8	4	-10	-2	-4	8
CCCCCCCC(O)CC(CC1CCCCC1)C(=O)NN (centres undefined)	-3	-27	-6	-1.8	6	2	-13	-4	5

Shown with bars between the fields: part of the list above
mol | Ba/F3 V617F tox | NPY1 pot ag | NPY-Y2 PAM-ag | S1P4 ag | BaF3 parental | RBBP9 inh | S1P4 antagonist | Runt-CBFb FRET | NPY Y1 blocker
COc1ccc(C(O)c2nccc3cc(OC)c(OC)cc23)cc1OC (centres undefined) | 0 | 6 | 9 | 0.4 | 8 | 4 | -11 | -1 | -2
CCCCOc1cccc(-c2cc(C(=O)NNC(=S)NCC)c3ccccc3n2)c1 | 0 | -12 | -15 | 0.8 | 4 | -10 | -2 | -4 | 8

More compounds
SMILES	Ba/F3 V617F tox	NPY1 pot ag	NPY-Y2 PAM-ag	S1P4 ag	BaF3 parental	RBBP9 inh	S1P4 antagonist	Runt-CBFb FRET	NPY Y1 blocker
CSc1nc2ccccc2c(=O)n1Cc1ccc(F)cc1	1	0	-4	1.2	4	3	15	2	5
Cc1ccc(NC(=O)Cn2cccc2)c(Br)c1	1	11	1	1.9	6	-6	7	0	-2
COc1ccc(OC)c(NC(=O)c2nc(-c3ccccc3)oc2C)c1	4	4	-18	0.9	2	-8	-6	-3	6
CCn1c(SCc2ccc(Cl)c(Cl)c2)nnc1C(C)NC(=O)c1ccc(OC)cc1 (centres undefined)	-2	-17	4	-2.0	2	-4	-19	0	4
Cc1c(Cl)cccc1N(CC(=O)N1CCCCCC1)S(C)(=O)=O	-1	6	5	0.1	9	-1	-10	0	-3
O=C(COC(=O)c1ccc(Cl)cc1O)NC(=O)C1CCCCC1	4	-6	-11	-0.4	10	1	-2	2	6
Cc1ccc(S(=O)(=O)N2CCN(S(C)(=O)=O)C2c2ccccc2)cc1 (centres undefined)	-3	14	18	1.8	2	-4	0	0	3
Cc1c2cnn(-c3ccccc3)c(=O)c2c(C)n1CCCC(=O)N1CCN(c2ncccn2)CC1	2	2	10	0.4	12	1	-9	0	1
CN(CC(=O)NC1CCCc2ccccc21)C1CCCCC1 (centres undefined)	1	-3	-6	-0.5	8	-2	-5	0	14
Cn1c(N)c(C(=O)COC(=O)c2cc(C3CC3)nc3ccccc23)c(=O)n(C)c1=O	1	-8	6	1.3	6	-7	-14	0	-5

Some of the entries above in another layout.
| SMILES | Ba/F3 V617F tox | NPY1 pot ag | NPY-Y2 PAM-ag | S1P4 ag | BaF3 parental | RBBP9 inh | S1P4 antagonist | Runt-CBFb FRET | NPY Y1 blocker |
| --- | --- | --- | --- | --- | --- | --- | --- | --- | --- |
| CCNc1nc(NC(C)(C)C)nc(N(C#N)CC)n1 | -4 | -8 | -11 | -0.7 | 2 | -3 | -18 | -3 | -2 |
| CCOC(=O)CC(=O)CSc1ccc2nnc(-c3ccc(C)cc3)n2n1 | -2 | 14 | -1 | -1.9 | 9 | -7 | -3 | 1 | -4 |
| O=c1cc(N2CCCC2)c(-c2ccccc2)n[nH]1 | -2 | 5 | 16 | 0.5 | 3 | -3 | -12 | 1 | 2 |
| COc1ccccc1C(=O)NCCn1cc(SCC(=O)NCc2ccco2)c2ccccc21 | -1 | 9 | 5 | -0.1 | 4 | -4 | -19 | 2 | 8 |
| Nn1c(Cc2cccc3ccccc23)nnc1SCc1ccccc1Cl | -1 | 2 | 7 | 0.7 | 2 | -4 | 1 | -2 | 6 |
| COCCNC(=O)c1ccccc1NC(=O)c1cc(OC)cc(OC)c1 | 2 | 7 | -12 | 0.8 | 4 | -2 | -25 | -3 | 4 |
| CCCn1c(=NC(C)=O)c(C#N)cc2c(=O)n3cccc(C)c3nc21 | -1 | -13 | -13 | -2.3 | 7 | -4 | -1 | . | 1 |
| CCCC1OC23CCCCC2C(C#N)(C(=N)O3)C1(C#N)C#N (centres undefined) | 0 | 2 | 9 | 1.8 | 4 | 7 | -3 | 25 | 6 |
| N#C/C(=C\c1cccs1)C(=O)Nc1nccs1 | 0 | 20 | -10 | 0.6 | 4 | -6 | -1 | 0 | 2 |
| COC(=O)C1=C(C(C)=O)C(c2ccc(C)cc2)n2nnnc2N1 (centres undefined) | -3 | 4 | 6 | 1.1 | 5 | 12 | -7 | -2 | 2 |
| CC(C)c1nnc(NC(=O)CCC(=O)NCc2ccco2)s1 | -4 | 4 | 5 | 0.6 | 2 | -2 | 5 | 2 | -5 |

More structures follow:
SMILES	Ba/F3 V617F tox	NPY1 pot ag	NPY-Y2 PAM-ag	S1P4 ag	BaF3 parental	RBBP9 inh	S1P4 antagonist	Runt-CBFb FRET	NPY Y1 blocker
N=C1c2ccccc2CN1NC(=O)COc1ccc(Cl)cc1	-1	-8	-5	2.1	5	-9	-23	1	3
COCCCNC(=O)CSC1=Nc2ccccc2C2=NC(Cc3c[nH]c4ccccc34)C(=O)N12 (centres undefined)	-1	-3	6	-0.1	2	-9	3	1	-6
CC1CCN(CCCn2c(SCC(=O)Nc3ccccc3Cl)nc3ccccc3c2=O)CC1	4	-39	-15	1.9	8	3	2	0	31*
COc1ccc(OCCCN2CCCC(C)C2)cc1 (centres undefined)	-3	-2	22	0.8	1	-12	-22	-1	-8
COc1ccccc1C(=O)N1c2ccccc2Sc2ccccc21	-2	12	9	2.3	7	-9	-13	-2	4
NC(=O)c1ccccc1N/C=C/C(=O)c1ccco1	-2	0	-6	2.2	1	-8	-6	4	0
COc1cccc(CNCc2ccc(C(=O)O)cc2)c1OC	-1	-24	1	0.6	6	-6	-9	0	-3
CCCC(=O)NC1=C(C#N)C2(CCCC2)Cc2ccccc21	4	4	-13	2.5	1	-4	-7	-1	5
CCOC(=O)C(=CNc1ccccc1N1CCOCC1)C(=O)OCC	4	-10	-5	0.1	1	6	0	0	.
Cc1nn(-c2cc(C)c3ccccc3n2)c2c1CCC2	-2	-12	22	0.8	0	-3	-10	-1	6
Nc1ccccc1N1CCOCC1	-2	12	6	0.4	5	3	-1	1	3
O=C(O)CCn1c(SCc2cccc3ccccc23)nc2ccccc21	3	-3	-20	-3.5	5	5	5	-1	2
COc1ccc(NC(=O)c2ccco2)cc1NC(=O)c1cccs1	-6	-6	1	0.9	-1	4	20	-3	-3
Cc1cc2c(ncn2C(C)C)c(NS(=O)(=O)c2ccc(F)cc2)c1C	-2	0	1	0.2	-1	3	-7	0	0
Cc1cc(=O)oc2cc(OCc3ccc(C(=O)OCC(=O)Nc4ccccc4OC(F)F)cc3)ccc12	4	0	-13	-1.9	7	-5	-22	-3	15
Cc1ccc(C)c(CSc2nnc(C)c(=O)n2N)c1	0	5	7	-0.3	8	-6	11	1	1
Cc1nn(-c2ccccc2)c2sc(C(=O)c3c(N)n(C)c(=O)n(C)c3=O)cc12	-1	-7	-7	2.5	2	0	-17	-4	2
Cc1nc2sc(C(c3ccco3)N3CCN(C(c4ccccc4)c4ccccc4)CC3)c(O)n2n1 (centres undefined)	1	8	5	-0.7	2	-12	-6	11	-1
CCOC(=O)N1CCC(NC(=O)c2cc3c(=O)n(C)c4ccccc4c3n2C)CC1	5	-14	-20	-3.2	3	-6	-2	-4	-6
